High-throughput results from PubChem BioAssay.
AGP1-GFP MLPCN: modulators of AGP1-GFP expression in yeast TOR pathway, primary screen, cell-based, multiplex flow cytometry, S. cerevisiae, MLPCN library | 3 h; GFP as percent of DMSO wells | GFP response vs DMSO, % at 10 µM | hit rate 0.02% among 320,000;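 active = GFP response relative to DMSO above a set limit, near screen average plus 3 SD, cut at about 150% in these data; inconclusive = fewer than 70 cells counted for the yeast strain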;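 also: median GFP channel fluorescence of the gated AGP1 strain per well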
CIT2-GFP yeast: modulators of CIT2-GFP expression in yeast, primary screen, S. cerevisiae, GFP fusion, multiplex flow cytometry, MLPCN library; GFP response vs DMSO, % at 10 µM; S. cerevisiae CIT2-GFP strain, 3 h; 100 means same as DMSO wells; hit rate 0.065% among 320,000; AID 2029, 2009;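 active = GFP response relative to DMSO above a set limit, near the screen mean plus 3 SD, cut at about 150% in these data; inconclusive = Fewer than 70 cells measured for a yeast strain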;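 also: ratio of well median GFP fluorescence to mean of DMSO wells on the plate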
LAP4 TOR yeast: modulators of LAP4-GFP expression in yeast, primary screen, S. cerevisiae, multiplex flow cytometry, MLPCN library; 3 h; median GFP as percent of DMSO wells; GFP response vs DMSO, % at 10 µM; hit rate 0.34% among 320,000;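 active = GFP response vs DMSO above a set limit, about the screen mean plus 3 SD, cut at about 150% in these data; inconclusive = under 70 cell events counted for the yeast strain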
MEP2-GFP yeast: modulators of MEP2-GFP levels in yeast, primary screen, S. cerevisiae, multiplex flow cytometry, MLPCN library; S. cerevisiae MEP2-GFP strain, 3 h; 100% = DMSO control level; GFP response vs DMSO, % at 10 µM; hit rate 0.51% among 330,000; AID 2016, 2009;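 active = GFP response versus DMSO above a set limit, roughly screen mean plus 3 SD, cut at about 180% in these data; inconclusive = fewer than 70 cells counted for a yeast strain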;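 also: median GFP fluorescence of the barcode-gated MEP2-GFP cells per well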
GRK2 inh: compounds blocking aptamer binding on GRK2 – biochemical, human GRK2, bead flow cytometry, HTS, primary screen. Beta-adrenergic receptor kinase 1 (Homo sapiens), P25098. FAM-aptamer displacement from GRK2. inhibition of aptamer binding, % at 10 µM. hit rate 0.59% among 330,000;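 active = inhibition of aptamer binding above 40%, roughly 3 SD of noise, on plates passing a quality check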;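 also: median bead fluorescence of bound FAM aptamer so fluorescent compounds give negative values; no value below 0 was filed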
Target sequence (P25098 whole entry, looked up): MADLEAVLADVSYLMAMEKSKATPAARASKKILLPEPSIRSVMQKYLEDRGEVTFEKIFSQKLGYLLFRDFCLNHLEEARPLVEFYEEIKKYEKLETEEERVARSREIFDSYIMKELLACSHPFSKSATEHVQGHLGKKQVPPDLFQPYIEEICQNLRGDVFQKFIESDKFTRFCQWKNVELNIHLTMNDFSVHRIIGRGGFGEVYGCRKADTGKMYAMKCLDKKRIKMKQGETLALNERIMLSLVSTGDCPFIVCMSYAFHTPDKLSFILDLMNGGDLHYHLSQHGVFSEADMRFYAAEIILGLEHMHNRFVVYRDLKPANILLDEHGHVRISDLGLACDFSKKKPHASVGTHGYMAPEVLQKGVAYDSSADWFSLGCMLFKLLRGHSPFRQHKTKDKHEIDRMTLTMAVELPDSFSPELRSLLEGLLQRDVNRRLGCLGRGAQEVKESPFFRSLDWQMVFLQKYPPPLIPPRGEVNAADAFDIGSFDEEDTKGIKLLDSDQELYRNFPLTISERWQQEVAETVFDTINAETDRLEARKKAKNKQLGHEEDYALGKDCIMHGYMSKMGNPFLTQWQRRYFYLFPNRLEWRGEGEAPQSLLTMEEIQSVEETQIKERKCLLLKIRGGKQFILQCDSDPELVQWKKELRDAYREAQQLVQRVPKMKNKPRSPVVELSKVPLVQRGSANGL
RPL19A-GFP yeast: RPL19A-GFP expression modulators in yeast, primary screen, cell-based, S. cerevisiae, multiplex flow cytometry, MLPCN | S. cerevisiae RPL19A-GFP strain, 3 h; hits give low values | hit rate 0.3% among 330,000 | AID 2025, 2009 | percent response vs DMSO, % at 10 µM;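 active = percent response vs DMSO below 50%; inconclusive = fewer than 70 events counted for the yeast strain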;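 also: median channel GFP fluorescence of the barcoded RPL19A-GFP strain; ratio of sample median GFP to plate DMSO average so 100% = DMSO; lower means less RPL19A-GFP as with rapamycin TOR inhibition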
GASC-1 inh: inhibitors of GASC-1 histone demethylase, primary screen, biochemical, fluorescence, DELFIA europium; Lysine-specific demethylase 4C (Homo sapiens), Q9H3R0; GST-JMJD2C(1-420) H3K9me3 demethylation; inhibition, % at 2.35 µM; hit rate 0.069% among 330,000; AID 2099, 2009;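 active = more than half of a compound's replicate wells show inhibition beyond 50%, single wells judged on their own value; inconclusive = some, but no more than half, of replicates pass 50% inhibition; inactive = no replicate passes 50% inhibition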;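 also: signal counts dimethyl H3K9 product captured on neutravidin plate; 0% = median of DMSO wells and 100% = 0.3 times that DMSO median; strong numbers were not always called active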
VLA-4 inh: inhibition in human VLA-4 binding assay, primary screen, VLA-4 allosteric modulator project, MLPCN library, flow cytometry, VLA-4 expressing cells; inhibition, % (about 7 µM as worked out from the volumes in the protocol); AID 2557, 2010; Integrin alpha-4 (Homo sapiens), P13612; hit rate 0.2% among 330,000; ligand binding flow cytometry; in the data active = inhibition above about 50%
Numbers without * were called inactive; ? = inconclusive; nt = no result given.

SMILES	AGP1-GFP MLPCN	CIT2-GFP yeast	LAP4 TOR yeast	MEP2-GFP yeast	GRK2 inh	RPL19A-GFP yeast	GASC-1 inh	VLA-4 inh
CCCNC(=O)CCc1c(C)nc2c(c(C)nn2-c2ccccc2)c1C	91	94	105	104	0	97	-14	4
CCc1nc2ccccc2c(C(=O)OCc2nc3ccccc3c(=O)[nH]2)c1C	103	100	98	101	0	94	-5	-15
COc1ccc(NC(=O)CCNC(=O)C2CCN(S(=O)(=O)c3ccc(OC)cc3)CC2)cc1	102	94	97	96	0	98	-1	14
CC1C=CCC2C(=O)N(c3cccc(C(=O)Nc4ccc(F)cc4)c3)C(=O)C12 (stereo not drawn)	92	97	78	99	2	102	12	13
CC(C)(C)c1ccc(C(=O)N/C(N)=N/c2nc3ccccc3o2)cc1	101	93	102	101	0	101	4	-4
O=C(NC1CCCCCC1)C1CCN(S(=O)(=O)N2CCC3(CC2)OCCO3)CC1	103	105	95	98	0	97	nt	0
C=CCNC(=S)Nc1ccc2cn[nH]c2c1	104	105	111	110	5	105	-16	-1
COc1cnc(N(C)C)nc1Sc1ccc(Cl)cc1	105	105	100	106	0	96	3	-2
CSCC[C@H](NC(=O)OC(C)(C)C)C(=O)N/N=C/c1cccc2nccnc12	100	92	105	94	0	99	-14	-12
Cc1ccc(CSc2nnc(CC(=O)Nc3ccc(C)cc3)n2C)cc1	99	107	104	106	1	101	-11	-3
CC(C)CC(NC(=O)OC(C)(C)C)C(=O)O (stereo not drawn)	100	99	98	102	3	98	2	12
COC(=O)CCCCCNc1ccc(C(=O)OC)cc1N	111	103	99	101	1	102	-3	1
O=C(Cc1ccc(F)cc1)Nc1ccccc1N1CCCC1	94	95	89	95	4	97	-2	-1
CCOC(=O)/C(C#N)=C/C1=C(N2CCOCC2)C(C)(C)OCC1	109	100	110	100	2	101	21	-71
COc1ccc(Cc2nnc(N)s2)cc1OC	96	94	97	97	2	96	19	8
COc1ccc(N2CCN(C(=O)c3cc4c(-c5ccc(Cl)cc5)nn(C)c4s3)CC2)cc1	104	101	96	96	1	99	8	18
COc1ccc(CNC(=O)c2cc(C3CC3)nc3c2cnn3C(C)C)cc1	97	93	101	100	4	99	nt	22
Cc1ccc(NC(=O)N2CCCC(c3nc(-c4ccc(F)cc4)no3)C2)cc1 (stereo not drawn)	98	92	112	97	0	93	-3	12
Cc1csc(-c2cnn(-c3ccccc3)c2NC(=O)c2cccc(F)c2)n1	94	92	94	105	3	97	-8	-11
CN1CCN(C(=O)C2=C[C@H](C(C)(C)C)C[C@H](OCCCCO)O2)CC1	72	62	126	92	1	95	5	4
COc1cccc(NC(=O)c2c(C)nn(-c3ccccc3)c2Cl)c1	85	96	97	106	0	99	10	1
Cc1cc(OC(C)C(=O)NCC(O)c2ccccc2)c2c(C)c(C)c(=O)oc2c1 (stereo not drawn)	104	107	97	103	1	105	5	3
O=C(/C=C/c1ccccc1Cl)NCc1cccs1	89	93	101	102	1	103	3	-7
CCCCCNC(=O)c1cccnc1SCC(=O)Nc1ccccc1OC	110	110	103	106	2	105	-164	-21

A stretch taken from the entries so far, for reference:
SMILES	AGP1-GFP MLPCN	CIT2-GFP yeast	LAP4 TOR yeast	MEP2-GFP yeast	GRK2 inh	RPL19A-GFP yeast	GASC-1 inh	VLA-4 inh
O=C(/C=C/c1ccccc1Cl)NCc1cccs1	89	93	101	102	1	103	3	-7
CCCCCNC(=O)c1cccnc1SCC(=O)Nc1ccccc1OC	110	110	103	106	2	105	-164	-21

New compounds follow.
SMILES	AGP1-GFP MLPCN	CIT2-GFP yeast	LAP4 TOR yeast	MEP2-GFP yeast	GRK2 inh	RPL19A-GFP yeast	GASC-1 inh	VLA-4 inh
COc1cccc(-c2cc(C(=O)NCc3ccco3)no2)c1	82	89	106	93	3	94	-1	-6
Cc1ccccc1N(CC(=O)N/N=C/c1ccc(N(C)C)cc1)C(=O)c1ccccc1	100	96	101	96	0	101	-4	5
CNC(=O)c1ccccc1Sc1ccccc1CO	100	91	103	89	2	93	-2	6
NS(=O)(=O)c1ccc(CCNC(=O)c2ccc3c(=O)n4c(nc3c2)CCCCC4)cc1	94	88	89	88	1	89	13	1
O=c1[nH]c2ccc(S(=O)(=O)Nc3ccc(Br)cc3)cc2[nH]1	102	97	102	94	0	92	9	9
O=C(c1ccc(Cl)cc1)N1CCN=C1c1ccccc1	103	106	100	102	2	104	-6	0
CCOC(=O)C1CCN(CC(=O)Nc2ccc(OC)c(S(=O)(=O)N3CCCCC3)c2)CC1	101	116	86	122	4	100	8	4
O=C(Nc1cccnc1)c1cc2nc(C3CC3)cc(C(F)(F)F)n2n1	85	87	85	90	0	84	-6	-2
COC(=O)c1ccc(C(=O)N2CCCC(N3CCN(c4ccc(F)cc4)CC3)C2)nc1 (stereo not drawn)	97	98	70	86	0	106	3	-4
CC/C(=N/N=C(/CC)c1ccc(O)cc1)c1ccc(O)cc1	102	98	102	96	0	95	0	23
CCCCOc1ccc(C(C)NC(=O)C2CCCN(S(=O)(=O)CC)C2)cc1 (stereo not drawn)	93	96	102	99	0	97	-18	-1
CCN1CCN(c2ncnc3scc(-c4ccc(C)c(C)c4)c23)CC1	96	96	96	103	0	97	4	-9

Not a retest: 13 of the compounds above.
SMILES	AGP1-GFP MLPCN	CIT2-GFP yeast	LAP4 TOR yeast	MEP2-GFP yeast	GRK2 inh	RPL19A-GFP yeast	GASC-1 inh	VLA-4 inh
CCCCCNC(=O)c1cccnc1SCC(=O)Nc1ccccc1OC	110	110	103	106	2	105	-164	-21
COc1cccc(-c2cc(C(=O)NCc3ccco3)no2)c1	82	89	106	93	3	94	-1	-6
Cc1ccccc1N(CC(=O)N/N=C/c1ccc(N(C)C)cc1)C(=O)c1ccccc1	100	96	101	96	0	101	-4	5
CNC(=O)c1ccccc1Sc1ccccc1CO	100	91	103	89	2	93	-2	6
NS(=O)(=O)c1ccc(CCNC(=O)c2ccc3c(=O)n4c(nc3c2)CCCCC4)cc1	94	88	89	88	1	89	13	1
O=c1[nH]c2ccc(S(=O)(=O)Nc3ccc(Br)cc3)cc2[nH]1	102	97	102	94	0	92	9	9
O=C(c1ccc(Cl)cc1)N1CCN=C1c1ccccc1	103	106	100	102	2	104	-6	0
CCOC(=O)C1CCN(CC(=O)Nc2ccc(OC)c(S(=O)(=O)N3CCCCC3)c2)CC1	101	116	86	122	4	100	8	4
O=C(Nc1cccnc1)c1cc2nc(C3CC3)cc(C(F)(F)F)n2n1	85	87	85	90	0	84	-6	-2
COC(=O)c1ccc(C(=O)N2CCCC(N3CCN(c4ccc(F)cc4)CC3)C2)nc1 (stereo not drawn)	97	98	70	86	0	106	3	-4
CC/C(=N/N=C(/CC)c1ccc(O)cc1)c1ccc(O)cc1	102	98	102	96	0	95	0	23
CCCCOc1ccc(C(C)NC(=O)C2CCCN(S(=O)(=O)CC)C2)cc1 (stereo not drawn)	93	96	102	99	0	97	-18	-1
CCN1CCN(c2ncnc3scc(-c4ccc(C)c(C)c4)c23)CC1	96	96	96	103	0	97	4	-9

Next part.
SMILES	AGP1-GFP MLPCN	CIT2-GFP yeast	LAP4 TOR yeast	MEP2-GFP yeast	GRK2 inh	RPL19A-GFP yeast	GASC-1 inh	VLA-4 inh
Cc1cc(OCCCCCN2CCCC2)ccc1Cl	103	98	109	110	0	104	-30	12
CN(Cc1cccs1)C(=O)COC(=O)CNC(N)=O	101	93	108	96	5	99	-11	5
O=C(CN1C(=O)c2ccccc2S1(=O)=O)Nc1cccc(S(=O)(=O)N2CCOCC2)c1	105	109	105	99	11	103	-7	-8
Cc1ccc(-c2cc(-c3ccc4c(c3)OCO4)c(C#N)c(N)n2)o1	88	82	111	108	6	105	-3	-14
CCOc1ccc2nc(SC(CC)C(=O)Nc3cc(C)on3)sc2c1 (stereo not drawn)	99	109	99	98	1	98	6	6
O=C(CNC(=O)c1ccccc1)NCC(=O)OCc1ccc(Cl)cc1	102	99	91	98	0	103	1	-6
CCNc1c(NC(=O)c2cccs2)c(=O)oc2ccccc12	101	97	94	105	0	106	16	-9
O=C1CC2(CCCC2)C(=O)N1CN1CCN(S(=O)(=O)c2ccc(F)cc2F)CC1	98	99	99	103	0	105	-7	1
CCN(CC)S(=O)(=O)c1ccc(C(=O)N(c2ccccc2)C2C=CS(=O)(=O)C2)cc1 (stereo not drawn)	93	86	91	93	4	97	10	16
COc1ccc(NC(=O)CCNS(=O)(=O)c2cccc(C(C)=O)c2)cc1S(N)(=O)=O	86	94	84	93	4	92	10	4
Oc1ccccc1CNCCCN1CCOCC1	101	103	96	106	0	104	-4	2
CCC(NC(=O)NNC(=O)c1ccncc1)(C(F)(F)F)C(F)(F)F	nt	nt	nt	98	0	101	5	10
Cc1cc(NC(=O)c2cnn3cccnc23)n(-c2ccccc2)n1	107	117	110	104	0	nt	3	4
O=C(NCCO)c1cc(-c2cc(C(=O)NCCO)c3ccccc3n2)nc2ccccc12	96	99	96	105	0	105	11	10
O=C(NCCN1CCOCC1)C1CCC(CNS(=O)(=O)c2ccc(Cl)cc2)CC1 (stereo not drawn)	103	107	97	98	1	97	-1	14
Cc1nnc(SCC(=O)Nc2nccs2)n1N	100	103	92	90	1	97	2	1
O=C(NCc1ccc2c(c1)OCO2)c1c(-c2ccsc2)sc2ccccc12	103	98	105	97	1	102	0	5
CCCC(=O)N1CCN(c2nc3ccc(CC)cc3s2)CC1	100	107	91	99	0	98	14	-3
Cc1ccc(N=Cc2cc(C)n(C3CCCC3)c2C)cc1	97	97	96	98	0	98	-27	13
CC(C)CC(=O)Nc1ccc(C(=O)Cn2nc(C(=O)O)c3ccccc3c2=O)cc1	99	101	96	99	0	98	-25	-8
COc1cc(NC(=O)CN2C(=O)CN(C)C2=O)c(C)cc1[N+](=O)[O-]	101	99	103	99	0	99	-26	2
CN(C(=O)C1CCCCC1)C1(C)CCS(=O)(=O)C1 (stereo not drawn)	110	110	97	103	0	103	?	7
Cc1cc(C)cc(OCC(=O)NNC(=O)CN2C(=O)c3ccccc3C2=O)c1	109	104	104	102	0	108	-3	8
Cc1nnc2ccc(-c3cccc(NC(=O)c4ccc(Br)o4)c3)nn12	105	97	103	97	2	98	-3	-5
O=C(CN(C(=O)CNS(=O)(=O)c1ccccc1)C1CCCC1)NCC1CCCO1 (stereo not drawn)	113	106	103	108	0	107	2	-2
CC(C)Sc1nc2c(c(=O)n(C)c(=O)n2C)n1Cc1ccc(Cl)cc1	104	103	105	112	8	101	0	9
O=C(Cc1cccs1)Nc1ccccn1	98	109	94	96	3	99	-4	-4
Cc1ccc(S(=O)(=O)CCC(=O)OCc2ccc(S(=O)(=O)C(C)C)cc2)cc1	93	101	94	109	1	97	-3	51*
CCOC(=O)C(=O)N/N=C/c1ccc(F)cc1	112	102	107	99	4	101	-2	1
